ERK EGF inh: blocks ERK signaling stimulated by EGF | HEK293-V1b, EGF-stimulated phospho-ERK AlphaScreen | Potency, µM (highest dose often 11.5 µM), for the others: at the top dose activity change, negative = inhibition, actives largely listed as inhibitors | 0.41% of 130,000 active | AID 1454; active = well fitted inhibition curve with a large enough effect; inconclusive = small, poorly fitted or top-dose-only effect, or effect the other way;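 note: plate controls were stimulated vehicle wells for no effect and unstimulated vehicle basal for full effect; nearly all actives have a fitted effect of over 55% in size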
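Readout: AlphaScreen signal for phosphorylated ERK in lysed HEK293 cells stably expressing V1b. Stimulus 25 nM EGF, 5 min, following 30 min compound exposure. Data scaled to DMSO basal and full EGF activation.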
* = called active by the depositor; ? = inconclusive; & = joins results of further samples; [ ] = remark or other dose. Potency is the fitted concentration of half-maximal effect. A portion of the library; the hit share may differ from the screen's.

Molecule | ERK EGF inh
Cc1nn(Cc2ccccc2)c(C)c1C(=O)OCC(=O)Nc1cc(S(C)(=O)=O)ccc1Cl | -3%
Cc1nn(Cc2c(Cl)cccc2Cl)c(Cl)c1C(=O)O | 2%
CN1CCN(/N=C/c2c(O)n(C)c(=O)n(C)c2=O)CC1 | 15%
Cc1nc2ccccc2c(=O)n1-c1ccccc1[N+](=O)[O-] | -3%
CN1C[C@@H](CS(=O)(=O)N(C)C)C[C@@H]2c3cccc4c3c(cn4C)C[C@H]21 | 13%
C=Cn1ccnc1P(O)(=S)c1nc(C)c(CCOC(C)=O)s1 (configuration not stated) | 8%[57.5 µM]
CCC(C)n1c(O)c(C=NCCc2ccccc2)c(=O)[nH]c1=S (configuration not stated) | -3%[57.5 µM]
CC(=O)OC1(c2ccccc2)CCN(C2CCCCC2)CC1C (configuration not stated) | ?
CCCCC(=O)N/N=C/c1c(O)n(Cc2ccco2)c(=O)[nH]c1=O | 3%
COc1ccc(CN2C(=O)NC(=O)/C(=C\c3cccc(OC)c3OC)C2=O)cc1 | -3%
Cn1c(O)c(C(=Nc2ccc(F)cc2)c2ccccc2Cl)c(=O)n(C)c1=O | -14%[57.5 µM]
O=c1[nH]c(=O)n(C2CCCCC2)c(O)c1C=Nc1ccc(N2CCOCC2)cc1 | -13%
Cc1c(C(c2ccc(Br)cc2)c2c(O)c3ccccc3oc2=O)c(=O)n(-c2ccccc2)n1C (configuration not stated) | 6%
CCCCC/C(=N/O)c1c(C)[nH]c2ccccc12 | 4%[57.5 µM]
O=C(OCC(=O)c1ccc([N+](=O)[O-])cc1)/C(=C\c1ccc(Cl)cc1)NC(=O)c1ccccc1 | 3%[57.5 µM]
C[C@@H]1O[C@@H](O[C@H]2C[C@@H](O)[C@]3(CO)[C@@H]4C(CC[C@]3(O)C2)[C@@]2(O)CC[C@H](C3=CC(=O)OC3)[C@@]2(C)C[C@H]4O)[C@H](O)[C@H](O)[C@H]1O (some centres not stated) | 10%&-10%
O=c1[nH]c(O)c(Cc2ccc3c(c2)OCO3)c(=O)[nH]1 | -8%[57.5 µM]
COc1ccc(-c2nn(CCC#N)cc2C(=O)O)cc1 | 4%
Cc1ccccc1NC(=O)NCCN1CC1 | -18%[57.5 µM]
Cc1cccc(-n2c(-c3ccccc3)nc3ccccc3c2=O)n1 | -4%
Cc1ccc(-c2nn(CCC#N)cc2C(=O)O)cc1C | -4%
CN(C(=O)Oc1ccc(Cl)c2cccnc12)c1ccccc1 | -2%
COc1cc2c3cc1Oc1cc(ccc1O)C[C@@H]1c4c(cc(OC)c(O)c4Oc4cccc(c4)C[C@H]3N(C)CC2)CC[N+]1(C)C | 7%[25.7 µM]
Cc1nonc1OCCNCCNc1ccc([N+](=O)[O-])c2cccnc12 | 11%
CC[N+]1(C)CCCC(OC(=O)C(O)(c2ccccc2)c2ccccc2)C1 (configuration not stated) | 1%

Nothing new here: an excerpt of the list.
Molecule | ERK EGF inh
Cc1nn(Cc2ccccc2)c(C)c1C(=O)OCC(=O)Nc1cc(S(C)(=O)=O)ccc1Cl | -3%
Cc1nn(Cc2c(Cl)cccc2Cl)c(Cl)c1C(=O)O | 2%

A second format for some results above:
SMILES: CN1C[C@@H](CS(=O)(=O)N(C)C)C[C@@H]2c3cccc4c3c(cn4C)C[C@H]21
  ERK EGF inh: 13%
SMILES: CN(C(=O)Oc1ccc(Cl)c2cccnc12)c1ccccc1
  ERK EGF inh: -2%
SMILES: COc1cc2c3cc1Oc1cc(ccc1O)C[C@@H]1c4c(cc(OC)c(O)c4Oc4cccc(c4)C[C@H]3N(C)CC2)CC[N+]1(C)C
  ERK EGF inh: 7%[25.7 µM]
SMILES: Cc1nn(Cc2c(Cl)cccc2Cl)c(Cl)c1C(=O)O
  ERK EGF inh: 2%

Next section.
Molecule | ERK EGF inh
COC(=O)C(=O)N1CC2(C)CNCC(C)(C1)C2=O | 10%
CCOc1ccc(-n2c(O)c(C=Nc3ccc(NC(C)=O)cc3)c(=O)[nH]c2=O)cc1 | -6%[57.5 µM]
CCCSc1ccc2nc(NC(=O)OC)[nH]c2c1 | ?
CCCN1CCC[C@@H]2Cc3n[nH]cc3C[C@H]21 | 5%
Cc1cc(Cl)ccc1C(=O)C1CCCN(C2CCSCC2)C1 (configuration not stated) | -13%
CCC1CN(C)CCC1(OC(C)=O)c1ccccc1 (configuration not stated) | -22%
O=C(c1ccc(N2CCCCC2)c([N+](=O)[O-])c1)N1CCC2(CC1)OCCO2 | -13%
C=C(C)C(=O)CP(=O)(OCC)OCC | -8%
CN1C2CCC1CC(OC(c1ccccc1)c1ccccc1N)C2 (configuration not stated) | 10%&18%
CCOP(=S)(OCC)Oc1nc(Cl)c(Cl)cc1Cl | 22%
CN(C)c1ccc(C=C2C(=O)NC(=O)NC2=O)cc1[N+](=O)[O-] | -3%
O=P(O)(Oc1ccccc1)OC(c1ccccc1)C(F)(F)C(F)(F)F (configuration not stated) | -2%
CN1CCN(CCC(=O)OC2CC3CCC(C2)N3C)CC1 (configuration not stated) | 10%
CN1CCCCC1c1ccc(-c2cccnc2)nc1 (configuration not stated) | -6%
CCCCC(CC)CNCC(O)c1ccccc1 (configuration not stated) | -13%
COc1cc(OC)c(C=O)c(OC(=O)N(C)C)c1 | 0%
Cc1ccc(N2C(=O)NC(=O)/C(=C/c3cnc(-c4ccccc4)nc3)C2=O)cc1C | -1%
C=CCn1c(O)c(C(C)=NCCc2c[nH]c3ccccc23)c(=O)[nH]c1=O | 0%[57.5 µM]
Oc1ccc2c3c1O[C@H]1[C@@H](O)CC[C@@]4(O)C(C2)N(CC2CCC2)CCC314 (some centres not stated) | -3%
Cn1cc(C=C(C#N)C#N)c2ccccc21 | 4%
N#CC(C#N)=Cc1ccc(C=C(C#N)C#N)cc1 | -5%[57.5 µM]
O=C(CCl)NCC1CCCO1 (configuration not stated) | -12%
CC(C)CN(C(=O)CN1CC=C(c2ccccc2)CC1)c1c(N)n(CC(C)C)c(=O)[nH]c1=O | 1%
Cc1ccc2nc(C)n(-c3ccc(F)cc3)c(=O)c2c1 | 0%
C=CCN(c1ccc(C(=O)N(CC)CC)cc1)S(C)(=O)=O | 2%

Pulled by structure from above:
Molecule | ERK EGF inh
CN1C2CCC1CC(OC(c1ccccc1)c1ccccc1N)C2 (configuration not stated) | 10%&18%
CCCCC(CC)CNCC(O)c1ccccc1 (configuration not stated) | -13%
CCCN1CCC[C@@H]2Cc3n[nH]cc3C[C@H]21 | 5%

In the list so far, these contain sulfur:
Molecule | ERK EGF inh
Cc1nn(Cc2ccccc2)c(C)c1C(=O)OCC(=O)Nc1cc(S(C)(=O)=O)ccc1Cl | -3%
CN1C[C@@H](CS(=O)(=O)N(C)C)C[C@@H]2c3cccc4c3c(cn4C)C[C@H]21 | 13%
C=Cn1ccnc1P(O)(=S)c1nc(C)c(CCOC(C)=O)s1 (configuration not stated) | 8%[57.5 µM]
CCC(C)n1c(O)c(C=NCCc2ccccc2)c(=O)[nH]c1=S (configuration not stated) | -3%[57.5 µM]
CCCSc1ccc2nc(NC(=O)OC)[nH]c2c1 | ?
Cc1cc(Cl)ccc1C(=O)C1CCCN(C2CCSCC2)C1 (configuration not stated) | -13%
CCOP(=S)(OCC)Oc1nc(Cl)c(Cl)cc1Cl | 22%
C=CCN(c1ccc(C(=O)N(CC)CC)cc1)S(C)(=O)=O | 2%

Additional results follow:
Molecule | ERK EGF inh
Cn1cccc1/C=C1/C(=O)NC(=O)N(Cc2ccccc2)C1=O | -1%
CCc1ccc(-n2c(O)c(C(C)=O)c(=O)[nH]c2=O)cc1 (tested in a mixture with another compound) | 6%[57.5 µM]
CC(C)n1c(=O)c(C=Nc2ccc(Cl)cc2)c(O)n(Cc2ccco2)c1=O | 1%
CCOc1ccc(N=Cc2c(O)n(CCc3ccc(OC)c(OC)c3)c(=O)[nH]c2=O)cc1 | -7%[57.5 µM]
Cc1cc(OCCCC(=O)NCc2cccs2)ccc1Cl | 1%

Compound activity (PubChem)
